HePTP inh: blocks human HePTP tyrosine phosphatase. recombinant HePTP phosphatase activity, OD absorbance. inhibition, % at 20 µM. 110,000 tested, 0.64% active; in the data active = inhibition above about 50%;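 also: plate controls were vehicle for no effect and reference inhibitor for full effect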
Target sequence (P35236 whole entry, looked up): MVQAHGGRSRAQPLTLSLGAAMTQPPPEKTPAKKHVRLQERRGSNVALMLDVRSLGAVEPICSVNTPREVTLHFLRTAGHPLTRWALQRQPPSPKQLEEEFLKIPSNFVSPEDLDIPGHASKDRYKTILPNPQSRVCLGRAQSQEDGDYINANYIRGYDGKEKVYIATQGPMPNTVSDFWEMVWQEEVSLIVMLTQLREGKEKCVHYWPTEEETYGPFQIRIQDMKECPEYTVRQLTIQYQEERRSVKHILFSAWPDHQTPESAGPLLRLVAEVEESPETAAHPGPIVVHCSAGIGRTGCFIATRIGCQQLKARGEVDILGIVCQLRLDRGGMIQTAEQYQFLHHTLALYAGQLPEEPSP
BAP1 block: human BAP1 deubiquitinase inhibition. recombinant BAP1, Ub-AMC hydrolysis fluorescence kinetic; hits give low values. activity remaining (% of control), % at 20 µM. 72,000 tested, 0.48% active. AID 436;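 active = activity remaining at or below 50% of control, provided the compound also passes the data quality filters; inactive = the rest, including low values that fail the filters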;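 also: 100% = DMSO wells rate and 0% = substrate alone blank rate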
Target sequence (Q92560 whole entry, looked up): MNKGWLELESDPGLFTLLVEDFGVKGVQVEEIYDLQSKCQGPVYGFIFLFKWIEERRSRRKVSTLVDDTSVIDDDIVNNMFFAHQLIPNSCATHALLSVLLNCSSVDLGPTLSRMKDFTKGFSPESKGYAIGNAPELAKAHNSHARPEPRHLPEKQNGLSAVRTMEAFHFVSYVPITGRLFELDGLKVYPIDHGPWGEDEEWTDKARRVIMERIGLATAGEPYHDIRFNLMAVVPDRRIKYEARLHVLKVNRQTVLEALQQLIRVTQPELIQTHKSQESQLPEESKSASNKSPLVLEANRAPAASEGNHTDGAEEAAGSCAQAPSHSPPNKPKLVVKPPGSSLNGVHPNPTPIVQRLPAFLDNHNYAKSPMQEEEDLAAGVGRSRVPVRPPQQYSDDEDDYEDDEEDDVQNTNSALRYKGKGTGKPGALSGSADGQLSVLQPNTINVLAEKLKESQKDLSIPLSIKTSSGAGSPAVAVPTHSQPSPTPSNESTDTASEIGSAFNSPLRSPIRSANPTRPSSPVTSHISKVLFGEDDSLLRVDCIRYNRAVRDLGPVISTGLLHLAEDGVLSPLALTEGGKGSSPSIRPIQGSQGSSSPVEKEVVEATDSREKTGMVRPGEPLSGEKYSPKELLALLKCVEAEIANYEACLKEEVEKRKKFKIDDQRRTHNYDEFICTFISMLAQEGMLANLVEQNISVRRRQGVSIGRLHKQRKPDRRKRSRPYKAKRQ
* marks the source's active call; other numbers are inactive results; . = no result given; & = joins results of further samples.

SMILES	HePTP inh	BAP1 block
CCOCCCN(C(=O)CNC(=O)c1ccco1)C(C(=O)NC1CCCC1)c1ccccc1C (centres undefined)	4.4	58.6
Cc1nn(-c2cc(Cl)ccc2Cl)c(C)c1-c1cccc([N+](=O)[O-])c1	3.6	.
CS(=O)(=O)N(CC(=O)NC1CC2CCC1C2)c1cccc(C(F)(F)F)c1 (centres undefined)	1.7	119.2
COc1cccc(-n2nnc3c(=O)n(CC(=O)OCc4ccccc4)cnc32)c1	.	87.2
CCOc1ccc(C2CC(c3cccc(C)c3)n3ncnc3N2)cc1 (centres undefined)	-1.6	88.1
CC(NC(=O)c1ccccc1NC(=O)c1ccccc1F)c1ccccc1 (centres undefined)	2.2	62.4
Cc1c(N/C(=N\S(=O)(=O)c2ccccc2)c2ccccc2)c(=O)n(-c2ccccc2)n1C	-14.7	.
Cc1cc(NC(=O)c2cc(-c3ccco3)on2)no1	1.5	106.6
Cc1cc2n(n1)C(c1ccccc1Cl)Nc1ccccc1-2 (centres undefined)	3.1	50.4
COC(=O)c1ccc(=O)n(Cc2ccco2)c1	-2.4	108.0
N#Cc1ccc2ccn(CC(=O)NC3CCCCCC3)c2c1	1.1	98.2
CC(C)(C)NC(=O)NC(=O)COC(=O)c1ccco1	1.2	.
O=C(CSc1nnc(CN2C(=O)c3cccc4cccc(c34)C2=O)n1-c1ccccc1)NCc1ccco1	-2.9	91.9
CCC(C)N(CC(=O)NCc1ccc(OC)cc1)C(=O)c1csnn1 (centres undefined)	11.6	98.3
COc1cc2cc(C(c3nnnn3C3CCCC3)N3CCc4ccccc43)c(=O)[nH]c2cc1OC (centres undefined)	2.0	117.6
COc1ccc(S(=O)(=O)N(CC(=O)N2CCCC2)Cc2ccccc2)cc1	15.1&0.3	99.5
COc1cccc(OCC(=O)N(Cc2nc(-c3ccc(Cl)cc3)no2)C(C)C)c1	7.0	92.4
COc1ccc(CC(=O)Nc2ccc(Cl)cc2C)cc1OC	-4.5	.
O=S(=O)(NCc1ccco1)c1cccc(S(=O)(=O)N2CCOCC2)c1	8.6	89.9
COc1ccc(C2/C(=C(/O)c3ccc(Cl)cc3)C(=O)C(=O)N2CCCC(=O)O)cc1 (centres undefined)	-12.1	.
CCOC(=O)CCCNS(=O)(=O)c1c(C)ccc2nsnc12	5.3	97.2
CCOC(=O)c1ccccc1NC(=O)/C=C/c1ccc(OC)c(Br)c1	12.3	.
NC(=O)NC(c1ccccc1)c1ccc(F)cc1 (centres undefined)	5.7	.
Cc1ccc(S(=O)(=O)N(c2ccccc2)C2CCS(=O)(=O)C2)cc1 (centres undefined)	-4.9	152.2
O=C(/C=C/c1ccccc1)Nc1nc2ccc(Cl)cc2s1	1.6	.
C(#Cc1ccc(C#CCN2CCOCC2)cc1)CN1CCOCC1	-4.3	95.0
Cc1cccc(OCC(=O)N2CCN(C(=O)c3cccs3)CC2)c1	-0.5	101.0
CC(C)OC(=O)CSc1nc2ncc(Cl)cc2[nH]1	11.3	98.6
O=C(Nc1ccccc1)Nc1nccs1	5.3	.
COCCCNC(=O)CN1C(=O)c2ccccc2C1=O	5.2	107.2
CCc1c(C)nc2ncnn2c1N1CCCC(C(=O)NCc2ccc3c(c2)OCO3)C1 (centres undefined)	-10.0	98.5
CCCNS(=O)(=O)c1ccc(CCC(=O)NCc2ccc3c(c2)OCO3)cc1	14.3	96.3
CCOc1ccc(Cn2c(O)cc(=O)[nH]c2=O)cc1	5.6	93.2
C=CCOC(=O)C1=C(C)NC(SCC(=O)N(CC)CC)=C(C#N)C1c1ccccc1 (centres undefined)	5.1	124.7
O=C(CCCCCn1c(=S)[nH]c2cc3c(cc2c1=O)OCO3)N1CCN(C2CCCCC2)CC1	-1.2	104.7
Cc1cc(N)ccc1NC(=O)c1ccccc1	0.6	67.5
Cc1cccc(NC2=NC3(CCCCC3)N=C(N)N2)c1	.	106.4
Nc1nc(SCc2ccccc2)ns1	7.6	123.3
CN1C(=O)/C(=C\c2ccc(OCCOc3ccc(C(C)(C)C)cc3)cc2)SC1=S	7.6	.
Nc1cc(N2CCOCC2)ccc1[N+](=O)[O-]	0.8	.
O=S(=O)(NCCN1CCCC1)c1cccc2cccnc12	6.1	108.6
COc1ccc(-c2nnc(NC(=O)c3ccccc3OC)s2)cc1	3.4	.
CCc1ccc(S(=O)(=O)NCc2cn3ccccc3n2)s1	4.8	89.8
Cc1ccc(NC(=O)CCN2C(=O)c3ccncc3C2=O)cc1	9.9	96.3
CCOC(=O)C1=C(C)NC2=C(C(=O)CC(C)(C)C2)C1c1ccc(OC(F)F)cc1 (centres undefined)	-3.3	.
COCCNCCOc1c(C)cc(Cl)cc1C	2.5	.
Fc1ccc(COC(CN2CCCCC2)CN2CCCCC2)cc1	-17.7	.
CN=C1SC(CC(=O)Nc2cccc(C(F)(F)F)c2)C(=O)N1C (centres undefined)	0.5	104.7

Structures listed so far containing a nitro group on carbon, in the order listed:
SMILES	HePTP inh	BAP1 block
Cc1nn(-c2cc(Cl)ccc2Cl)c(C)c1-c1cccc([N+](=O)[O-])c1	3.6	.
Nc1cc(N2CCOCC2)ccc1[N+](=O)[O-]	0.8	.

Going on with the list.
SMILES	HePTP inh	BAP1 block
Cc1csc2nc(CNC(=O)CCC(=O)O)cn12	3.1	102.4
O=C(Nc1cccc(F)c1)c1sc2ccccc2c1Cl	3.7	.
CCC(=O)N1CCN(c2ccccc2NC(=O)Cc2ccc(Cl)cc2)CC1	4.6	92.5
Cc1oc(-c2ccccc2)[n+]([O-])c1C	4.4	106.0
O=[N+]([O-])c1cccc(/C=N/Nc2cc(N3CCCC3)nc(N3CCCC3)n2)c1	-11.7	.
CCS(=O)(=O)N1CCC(C(=O)NCc2ccccn2)CC1	3.7	105.6
O=C1C(=O)N(Cc2ccccc2)C(c2ccc(F)cc2)/C1=C(/O)c1ccccc1 (centres undefined)	5.0	.
COc1ccc(C2Nc3ccccc3C(=O)N2Cc2ccco2)cc1COc1ccccn1 (centres undefined)	-10.4	.
CCCCOC(=O)Nc1ccc(OC)cc1S(=O)(=O)N1CCOCC1	5.2	112.6
C=CCNC(=O)C(=O)N/N=C/c1cccc(OC)c1	-6.3	.
O=C(O)CCCN1C(=O)C(=O)/C(=C(\O)c2ccc(Cl)cc2)C1c1ccccc1 (centres undefined)	3.8	.
COc1ccc(S(=O)(=O)N(CC(=O)NCCSCc2ccc(Cl)cc2)c2cc(C)cc(C)c2)cc1OC	-11.8	.
Cc1ccccc1-n1c(=O)c2ccccc2n2nnnc12	-1.9	118.3
CCS(=O)(=O)NCCc1ccc(OC)c(OC)c1	9.3	78.5
COc1ccccc1N1CC(C(=O)OC(C)C(=O)N2CCCc3ccccc32)CC1=O (centres undefined)	5.3	93.3
O=C(NCc1ccc2c(c1)OCO2)c1ccc(S(=O)(=O)NCC2CCCO2)cc1 (centres undefined)	-5.3	.
COc1ccccc1N1CCN(/N=C\c2c(O)ccc3ccccc23)CC1	-12.4	.
O=C(Nc1ccc(S(=O)(=O)N2CCc3ccccc32)cc1)c1ccc(F)cc1	3.2	.
Cn1cc(C(=O)NC2CCCCCC2)c(=O)c2cc(S(=O)(=O)N3CCCC3)ccc21	5.7	91.1
CC(C)OC(=O)c1cnn2c(C(F)(F)F)cc(-c3ccc(F)cc3)nc12	6.2	.
COc1ccc(N2C(=O)NC(=O)/C(=C\c3ccc(Br)s3)C2=O)cc1	-2.4	.
Cc1ccc2c(c1)N(C(=O)C(C)N1C(=O)c3ccccc3C1=O)C(C)(C)c1ssc(=S)c1-2 (centres undefined)	2.5	.
Cc1ccc(S(=O)(=O)NC(CC(=O)N2CCc3ccccc32)c2ccco2)cc1 (centres undefined)	8.0	106.2
Cc1nc2cc(-c3ccccc3)sc2c(=O)n1N	-3.7	.
COc1ccc(OC)c2c1sc(=NC(=O)c1ccco1)n2C	5.8	40.0*
Cc1nc2ncccn2c1-c1csc(NCc2ccco2)n1	6.8	153.2
C/C(=N\NC(=O)c1ccc(N2CCCC2=O)cc1)c1ccccc1	-1.8	.
O=C(CCNc1ccccc1)c1ccc2c(c1)OCO2	-3.8	95.1
O=C(O)CCCN1C(=O)C(=O)/C(=C(/O)c2ccccc2)C1c1ccc(Cl)cc1 (centres undefined)	-12.9	.
CCCC(=O)Nc1ccc(NC(=O)c2ccccn2)cn1	1.3	.
CCOc1ccccc1CN(CCc1ccc2c(c1)OCO2)Cc1ccc(OC)c(OC)c1OC	10.4	.
O=S(=O)(c1ccc(Cl)c(Cl)c1)N1CCc2nc3ccccc3n2CC1	4.5	.
O=C(CSc1nc(-c2ccco2)cc(C(F)(F)F)n1)Nc1cccnc1	5.6	76.2
O=C(Nc1cccc(F)c1)c1ccc(Br)c(S(=O)(=O)N2CCCCC2)c1	3.9	.
Cc1ccc(-c2ccc(SCC(=O)Nc3nonc3C)nn2)cc1	9.3	94.5
O=S(=O)(c1ccc(-c2csc(Nc3ccc(F)cc3)n2)cc1)N1CCOCC1	6.0	.
CCOC(=O)C1CCCN(c2c(N3CCC(N4CCCCC4)CC3)c(=O)c2=O)C1 (centres undefined)	5.1	97.7
Cc1ccc(Nc2cc(C)nc3ncnn23)c(Cl)c1	7.5	92.5
Cc1cc(C)c2c(c1)-c1cc(C)nn1C(c1ccc3c(c1)OCO3)N2 (centres undefined)	-5.6	.
O=C(CSc1ccc2nnc(-c3ccncc3)n2n1)Nc1ccc2c(c1)OCO2	-5.2	94.7
NC(=O)c1ccsc1NC(=O)c1cccs1	2.2	77.3
N#CC(C(=O)NC1CCCCC1)c1nc2ccccc2nc1N1CCN(c2ccccc2F)CC1 (centres undefined)	6.2	.
O=C1Nc2ccccc2C(O)(C(=O)NC2CC2)N1c1ccc(Cl)c(Cl)c1 (centres undefined)	4.8	.
CCOC(=O)N1CCC(Nc2ncnc3c2cnn3-c2ccccc2)CC1	9.1	106.5
CCOC(=O)c1cnn(-c2sc(C(=O)OCC)c(C)c2C(=O)OCC)c1N	-2.4	.
CC1CCN(CCCCOc2cccc3ccccc23)CC1	6.8	.
Cc1ccc2cc(CN(CCN3CCCC3)C(=O)Nc3ccccc3)c(=O)[nH]c2c1C	-14.0	101.2
Cc1cccc(OCCOc2ccccc2/C=C2/SC(=S)N(C)C2=O)c1	2.3	.
CCOC(=O)c1ccc(Nc2ncnc3c2cnn3-c2ccccc2)cc1	1.3	.
CCc1nnc(NC(=O)c2nc3nccc(C)n3n2)s1	-12.4	123.6
COc1ccc(/C=C2\SC(=Nc3ccc(O)cc3)NC2=O)cc1OC	5.0	.
CCOP(=O)(OCC)C(Nc1ccccc1)c1ccc2c(c1)OCO2 (centres undefined)	7.6	.
CCOC(=O)c1ccc(CNC(=O)CCC(=O)O)cc1	-2.7	.
COC(=O)c1cc(NC(=O)COc2ccccc2C)cc(C(=O)OC)c1	4.7	.
Cc1ccc(CNC(=O)CN(C)S(=O)(=O)c2cccc3nsnc23)cc1	-4.8	90.6
O=C(Nc1cccc(NC(=O)c2ccccc2Cl)c1)c1ccc(-c2ccc(Br)cc2)o1	2.9	.
COC(=O)c1cnc2c(C(F)(F)F)cccc2c1OC	9.6	129.3
CC(C)(C)NC(=O)CSc1nc(O)cc(=O)n1-c1ccccc1F	3.6	.
O=C(NC1CCCCC1)N(Cc1nc2ccccc2c(=O)[nH]1)C1CCCC1	1.4	61.9
Cc1[nH]c(=O)c(C#N)cc1-c1ccncc1	.	74.5

Entries from the list above with two or more sulfur atoms, in the order listed:
SMILES	HePTP inh	BAP1 block
O=S(=O)(NCc1ccco1)c1cccc(S(=O)(=O)N2CCOCC2)c1	8.6	89.9
CCOC(=O)CCCNS(=O)(=O)c1c(C)ccc2nsnc12	5.3	97.2
Cc1ccc(S(=O)(=O)N(c2ccccc2)C2CCS(=O)(=O)C2)cc1 (centres undefined)	-4.9	152.2
Nc1nc(SCc2ccccc2)ns1	7.6	123.3
CN1C(=O)/C(=C\c2ccc(OCCOc3ccc(C(C)(C)C)cc3)cc2)SC1=S	7.6	.
CCc1ccc(S(=O)(=O)NCc2cn3ccccc3n2)s1	4.8	89.8
COc1ccc(S(=O)(=O)N(CC(=O)NCCSCc2ccc(Cl)cc2)c2cc(C)cc(C)c2)cc1OC	-11.8	.
Cc1ccc2c(c1)N(C(=O)C(C)N1C(=O)c3ccccc3C1=O)C(C)(C)c1ssc(=S)c1-2 (centres undefined)	2.5	.
O=S(=O)(c1ccc(-c2csc(Nc3ccc(F)cc3)n2)cc1)N1CCOCC1	6.0	.
NC(=O)c1ccsc1NC(=O)c1cccs1	2.2	77.3
Cc1cccc(OCCOc2ccccc2/C=C2/SC(=S)N(C)C2=O)c1	2.3	.
Cc1ccc(CNC(=O)CN(C)S(=O)(=O)c2cccc3nsnc23)cc1	-4.8	90.6

More records:
SMILES	HePTP inh	BAP1 block
CC(=O)n1cc(Nc2ccccc2C(=O)O)c2ccccc21	8.6&-0.9	103.3
COc1cc(C2C3=C(CC(C)(C)CC3=O)OC3=C2C(=O)CC(C)(C)C3)ccc1OCC(=O)O	-11.8	.
Cc1cc2nc(-c3cc(NC(=O)c4ccc5c(c4)OCCO5)ccc3O)oc2cc1C	2.4	.
CCOc1ccc(NC(=O)c2ccncc2)cc1	6.1	75.9
CCOC(=O)C1CCN(CC(=O)c2c(C)[nH]c3cc(C)ccc23)CC1	-5.8	98.7
CC(C)C(=O)Nc1nnc(Cc2ccccc2)s1	1.8	96.5
CCOC(=O)c1c(C)n(-c2ccccc2)c2ccc(OC(=O)c3cccc(OC)c3OC)cc12	.	56.6
CCn1cc(SCC(=O)NCc2ccc3c(c2)OCO3)c2ccccc21	10.0	91.3
CCOc1ccc(C(=O)N2CCCN(C(=O)c3ccc(OCC)cc3)CC2)cc1	3.4	95.8
COc1ccc(C(=O)Nc2ccc(Oc3ccc(C)c(C)c3)cc2)cc1OC	.	219.8
CCc1nc(SCC(=O)Nc2cccc(C(F)(F)F)c2)c2c(=O)n(C)c(=O)n(C)c2n1	-1.6	65.2
Cc1ccc(C23CC4CC(CC(C(=O)Nc5ccccn5)(C4)C2)C3)cc1	-16.8	.
COc1ccc(C2CC(c3ccc(Cl)c(Cl)c3)Nc3nc(N)nn32)cc1 (centres undefined)	1.5	106.2
O=C1CC(c2ccccc2)CC2=C1C(c1ccc(F)c(Br)c1)Nc1ccccc1N2 (centres undefined)	10.2	.
